Compound activity as filed in PubChem BioAssay.
FEN1 inh: qHTS Assay for the Inhibitors of Human Flap endonuclease 1 (FEN1); P39748; Recombinant FEN1 flap cleavage, fluorescence, 15 min; Potency, µM (doses to about 114 µM), without a hit: at the highest dose activity change, negative = inhibition, actives largely listed as inhibitors; 0.35% of 390,000 active; AID 588795, 2011; also: nearly all actives have a fitted effect of over 65% in size
Target sequence (P39748 whole entry, looked up): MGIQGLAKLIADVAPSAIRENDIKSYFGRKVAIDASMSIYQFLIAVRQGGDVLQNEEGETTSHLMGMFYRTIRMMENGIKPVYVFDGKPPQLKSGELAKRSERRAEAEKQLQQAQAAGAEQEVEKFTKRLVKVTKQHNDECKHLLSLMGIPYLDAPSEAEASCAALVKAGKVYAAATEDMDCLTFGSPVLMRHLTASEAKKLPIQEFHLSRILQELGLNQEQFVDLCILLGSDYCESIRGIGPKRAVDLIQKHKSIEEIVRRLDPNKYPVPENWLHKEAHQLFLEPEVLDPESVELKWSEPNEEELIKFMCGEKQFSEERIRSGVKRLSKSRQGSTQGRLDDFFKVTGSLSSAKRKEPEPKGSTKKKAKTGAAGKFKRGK
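Potency values derive from four-parameter Hill fits of normalized qHTS data. The reaction used 10 nM FEN1 preincubated 15 min at room temperature with compound, then 50 nM DNA substrate, read at 0 and 15 min.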
GCN5L2 inh: qHTS Assay for Inhibitors of GCN5L2 | 0.21% of 390,000 active | Histone acetyltransferase KAT2A (Homo sapiens), Q92830 | GCN5L2 HAT assay, ThioGlo1 CoA-SH fluorescence | Potency, µM (top dose mostly 58.9 µM), for inactives: at the highest dose activity change, negative = inhibition, usual class: inhibitors
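Free CoA generated was detected with ThioGlo1 (50uM) fluorescence at Ex340nm/Em540nm, read immediately and after 20 min at room temperature. Enzyme, 20 nM in HEPES pH 7.5 buffer, saw compounds 15 min before adding 75uM H3(1-25) peptide and 70uM acetyl-CoA.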
N370S GC: qHTS Assay for Inhibitors and Activators of N370S glucocerebrosidase as a Potential Chaperone Treatment of Gaucher Disease; Lysosomal acid glucosylceramidase (Homo sapiens), P04062; Potency, µM (doses to about 59.4 µM), inactives show top-dose activity change, negative = inhibition, usual class: inhibitors; 0.092% of 330,000 active; AID 2101, 2009; N370S GC spleen homogenate, 4MU-glucoside fluorescence;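 also: 0% = full enzyme activity and -100% = no enzyme basal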
* = called active by the depositor; & = joins results of further samples. Calls follow the shape of the dose curve; as a rule, active = well fitted curve in the direction sought with a large enough effect; inconclusive = small, poorly fitted or top-dose-only effect, or another doubt; inactive = no such curve, though single readings can be large; an effect the other way counts as inactive or inconclusive. Unless noted, % is scaled to controls: 0 for no effect and ±100 for the full control effect; potency is read from the fitted curve at half-maximal effect. Compounds as they come; about 0.54% have a hit in one of these screens.

For CCC(Sc1nc2ncccc2o1)C(=O)Nc1cccc(C)c1 (stereo not drawn) the results were FEN1 inh 18% and GCN5L2 inh -6%.
CC(C)n1c(SCCCc2ccccc2)nc2c1c(=O)[nH]c(=O)n2C was read as FEN1 inh -2%, GCN5L2 inh 2% and N370S GC 17%.
For COc1ccc(-c2[nH]ncc2CN2CCCN(c3ccccc3)CC2)c(F)c1 the results were FEN1 inh 6%, GCN5L2 inh -2% and N370S GC -4%.
Screening Cc1ccc2[nH]cc(CCNC(=O)c3ccco3)c2c1 returned FEN1 inh 0%, GCN5L2 inh -18% and N370S GC -7%.
CCC(=O)NC(NCC1CCCO1)C(Cl)(Cl)Cl (stereo not drawn) was read as FEN1 inh -2%, GCN5L2 inh -2% and N370S GC 5%.
For COc1ccc(CC(=O)NCC(c2cccs2)S(=O)(=O)c2ccc(C)cc2)cc1 (stereo not drawn) the results were FEN1 inh -14% and GCN5L2 inh -1%.
`Cc1ccc2[nH]c3c(c2c1)CCCC3=O` gave FEN1 inh 4%, GCN5L2 inh -26% and N370S GC 2%.
`O=C(NNC(=O)c1ccccc1C(=O)O)c1ccc(-c2ccccc2)cc1` gave GCN5L2 inh -3% and N370S GC 20%.
`COc1ccc(C2CC(=O)C(C=NCCN3CCN(C(=S)Nc4ccccc4)CC3)=C(O)C2)cc1OC` (stereo not drawn) gave FEN1 inh 0%, GCN5L2 inh -8% and N370S GC -9%.
For Cc1cc(SCC(=O)OCC(=O)N(C)c2ccccc2)nc2ccccc12 the results were FEN1 inh -17%, GCN5L2 inh -4% and N370S GC -2%.
`COc1ccc(Cl)cc1NC(=O)Nc1cn(C)nc1C` gave FEN1 inh 4%, GCN5L2 inh -3% and N370S GC -5%.
CCc1nc(SCC(=O)c2ccc3c(c2)OCCO3)c2ccccc2n1 was read as FEN1 inh -8%, GCN5L2 inh -7% and N370S GC 13%.
Screening COc1ccc(NC(=S)N(CCCN2CCCCCC2)Cc2cccs2)cc1 returned FEN1 inh 4%, GCN5L2 inh -1% and N370S GC -12%.
`Cc1ccccc1NC(=O)C1C2C=CC(C3CC23)C1C(=O)O` (stereo not drawn) gave FEN1 inh -15%, GCN5L2 inh -15% and N370S GC 10%.
For CC(=O)Nc1cccc(C(=O)/C=C/c2cccs2)c1 the results were FEN1 inh -2%, GCN5L2 inh -3% and N370S GC 9%.
N#Cc1c(-c2ccc(Cl)cc2)cc(-c2ccccc2)nc1SCC(=O)O was read as FEN1 inh 9%, GCN5L2 inh -1% and N370S GC 10%.
`CCOc1ccccc1NC(=O)Cc1ccccc1OC` gave FEN1 inh 2%, GCN5L2 inh -16% and N370S GC 14%.
For CCn1c(SCC(=O)Nc2ccc(F)cc2F)nc2c(c1=O)SCC2 the results were FEN1 inh 8%, GCN5L2 inh -11% and N370S GC -8%.
Screening CCOC(=O)c1ccc(NC(=O)C2CCC(CNc3c(N4CCOCC4)c(=O)c3=O)CC2)cc1 (stereo not drawn) returned FEN1 inh -8%, GCN5L2 inh -1% and N370S GC 2%.
Screening Cc1nc2c(C(=O)NCCC3=CCCCC3)c[nH]n2c(=O)c1Cl returned FEN1 inh -18%, GCN5L2 inh -8% and N370S GC -7%.
CCOC(=O)Cn1c(=O)oc2cc(S(=O)(=O)N(CCN(C)C)Cc3ccccc3)ccc21 was read as FEN1 inh -4%, GCN5L2 inh -14% and N370S GC 16%.
Cc1ccc(CNC(=O)C(=O)NCC2CCCN2S(=O)(=O)c2cccs2)cc1 (stereo not drawn) was read as FEN1 inh -12%, GCN5L2 inh -1% and N370S GC -4%.
For Cc1cc(C)n2nnnc2c1C#N the results were FEN1 inh 2%, GCN5L2 inh -3% and N370S GC -3%.
COc1ccc(CCNC(=O)C(=O)NCC(c2ccc3c(c2)OCO3)N2CCOCC2)cc1 (stereo not drawn) was read as FEN1 inh 10% and GCN5L2 inh -1%.
CCN(CC)S(=O)(=O)c1ccc2c(c1)c(=O)c(C(=O)N1CCN(c3cc(Cl)ccc3C)CC1)cn2C was read as FEN1 inh 14% and GCN5L2 inh -5%.
Screening O=C(CNC(=O)c1cccs1)OCc1ccc(Cl)cc1 returned FEN1 inh -2%, GCN5L2 inh -2% and N370S GC -3%.
Screening COc1ccc(N2CC(NC(=O)C3CCCCC3)CC2=O)cc1OC (stereo not drawn) returned FEN1 inh -8% and GCN5L2 inh -3%.
For CCN(CC)S(=O)(=O)c1ccc(C)c(NC(=O)COC(=O)CN2C(=O)NC(C)(C)C2=O)c1 the results were FEN1 inh -2%, GCN5L2 inh -14% and N370S GC -2%.
COC(=O)c1cc(NC(=O)Cc2ccc(OC)c(OC)c2)cc(C(=O)OC)c1 was read as FEN1 inh -9%, GCN5L2 inh 26% and N370S GC 4%.
COc1cccc(CN2C[C@]34C=C[C@@H](C[C@@H]3S2(=O)=O)O4)c1 was read as FEN1 inh -11%, GCN5L2 inh inconclusive and N370S GC 11%.

Of the compounds above, these have a cyano group:
N#Cc1c(-c2ccc(Cl)cc2)cc(-c2ccccc2)nc1SCC(=O)O was read as FEN1 inh 9%, GCN5L2 inh -1% and N370S GC 10%.
For Cc1cc(C)n2nnnc2c1C#N the results were FEN1 inh 2%, GCN5L2 inh -3% and N370S GC -3%.

Carrying on.
O=c1c(-c2ccc(Cl)cc2)nc2cnc(N3CCOCC3)nc2n1-c1ccccc1 was read as GCN5L2 inh -4% and N370S GC 20%.
Screening O=C(CSc1ncccn1)NCCc1ccccc1 returned FEN1 inh 6%, GCN5L2 inh 3% and N370S GC -3%.
For COc1ccc(S(=O)(=O)Nc2ccc3cn[nH]c3c2)cc1C the results were FEN1 inh -5%, GCN5L2 inh -11% and N370S GC -5%.
Cc1cc(C(F)F)nn1CC(=O)NCc1ccc(Cl)cc1Cl was read as FEN1 inh 10%, GCN5L2 inh 0% and N370S GC 5%.
Screening CCc1ccccc1Nc1nn2c(=O)c3ccc(C(=O)NCCCOC(C)C)cc3nc2s1 returned FEN1 inh -13%, GCN5L2 inh -2% and N370S GC -8%.
Screening CC(OC(=O)Cn1[nH]c(=O)c2ccccc2c1=O)C(=O)Nc1ccccc1[N+](=O)[O-] (stereo not drawn) returned FEN1 inh 1%, GCN5L2 inh -1% and N370S GC -3%.
CC(=O)N1CCC2(CC1)OC(=O)C(C)=C2C(=O)NCc1ccc(Cl)cc1 was read as FEN1 inh -2% and GCN5L2 inh 1%.
For O=C(O)C1C2CCC(O2)C1C(=O)NCCC1=CCCCC1 (stereo not drawn) the results were FEN1 inh 5%, GCN5L2 inh -2% and N370S GC -2%.
`CC(OC(=O)CCCc1nc2ccccc2s1)C(N)=O` (stereo not drawn) gave FEN1 inh -1%, GCN5L2 inh -3% and N370S GC -22%.
For Cc1ccccc1CNS(=O)(=O)c1ccc2c(c1)OCCO2 the results were FEN1 inh -15%, GCN5L2 inh 1% and N370S GC 4%.
For Cc1cc(NC(=O)C2C3C(=O)N(CC4CCCO4)C(C(=O)NC(C)(C)C)C34C=CC2(C)O4)no1 (stereo not drawn) the results were FEN1 inh 22%, GCN5L2 inh -9% and N370S GC -7%.
Screening Cc1ccc(S(=O)(=O)N2C(=O)C(C)SC2=Nc2ccccc2)cc1 (stereo not drawn) returned FEN1 inh -2%, GCN5L2 inh 2% and N370S GC 2%.
`CC1=Nc2ccccc2/C1=C/c1sc(=O)n(CC(=O)N2CCCC2)c1O` gave FEN1 inh 1%, GCN5L2 inh -16% and N370S GC -1%.
Screening O=C(CSc1nnnn1-c1ccc(O)cc1)c1cc2ccccc2o1 returned FEN1 inh -1%, GCN5L2 inh -3% and N370S GC -10%.
For Clc1ccc(-n2nnnc2-c2cnc3ccc(Cl)cc3c2-c2ccccc2)cc1 the results were FEN1 inh 6%, GCN5L2 inh -3% and N370S GC -4%.

Some of these compounds in order of formula weight, ascending.
Screening O=C(CSc1ncccn1)NCCc1ccccc1 returned FEN1 inh 6%, GCN5L2 inh 3% and N370S GC -3%.
For COc1ccc(S(=O)(=O)Nc2ccc3cn[nH]c3c2)cc1C the results were FEN1 inh -5%, GCN5L2 inh -11% and N370S GC -5%.
O=c1c(-c2ccc(Cl)cc2)nc2cnc(N3CCOCC3)nc2n1-c1ccccc1 was read as GCN5L2 inh -4% and N370S GC 20%.
Screening CCc1ccccc1Nc1nn2c(=O)c3ccc(C(=O)NCCCOC(C)C)cc3nc2s1 returned FEN1 inh -13%, GCN5L2 inh -2% and N370S GC -8%.

Remaining list, next part.
Screening CCOC(=O)c1sc(NC(=O)C(C)Sc2nc(N)cc(=O)[nH]2)nc1C (stereo not drawn) returned FEN1 inh 11%, GCN5L2 inh -15% and N370S GC 0%.
CCC(C)(C(=O)NC1CCCCC1)N(C(=O)CNC(=O)c1ccccc1)c1c(C)n(C)n(-c2ccccc2)c1=O (stereo not drawn) was read as FEN1 inh 5%, GCN5L2 inh -2% and N370S GC 3%.
`Cn1cc(Cl)c(C(=O)OCC(=O)Nc2nc(-c3ccc(Br)cc3)cs2)n1` gave FEN1 inh -7%, GCN5L2 inh -1% and N370S GC 2%.
Screening CCCCN(C)CCCNC(=O)CN1C(=O)CSc2ccc(S(=O)(=O)N3CCOCC3)cc21 returned FEN1 inh -1%&-5%, GCN5L2 inh -5%&-3% and N370S GC 15%.
`COc1ccccc1C(=O)NCC(=O)NC1CCCc2ccccc21` (stereo not drawn) gave FEN1 inh 2%, GCN5L2 inh -10% and N370S GC 17%.
Screening COc1ccccc1NC(=O)NC1CCS(=O)(=O)C1 (stereo not drawn) returned FEN1 inh -3%, GCN5L2 inh -2% and N370S GC -10%.
For Clc1ccc(-c2nc(NCCCN3CCOCC3)c3ccccc3n2)cc1 the results were FEN1 inh inconclusive, GCN5L2 inh -4% and N370S GC -15%.
COc1ccc(CNC(=O)C2CCN(Cc3nc(-c4ccc(Cl)cc4)oc3C)CC2)cc1 was read as FEN1 inh 0% and GCN5L2 inh 1%.
C#CCOCCOCCOCCNc1nc(N2CCN(C(=O)C([C@@H](C)O)n3cc([C@@H](N)CCCCN)nn3)CC2)nc(N2CCN(C(=O)C([C@@H](C)O)n3cc([C@@H](N)CCCCN)nn3)CC2)n1 (stereo partly drawn) was read as FEN1 inh -11% and GCN5L2 inh -3%.
CCC(CC)NC(=O)CO/N=C/c1ccccc1OC(F)F was read as FEN1 inh -3%, GCN5L2 inh 1% and N370S GC -10%.
For Cc1ccc(CNCc2ccc3c(c2)OCO3)c(C)c1 the results were FEN1 inh -7%, GCN5L2 inh -18% and N370S GC 4%.
Screening Cc1ccc(S(=O)(=O)N(C)c2ccc(OC(=O)CN3C(=O)NC4(CCCC4)C3=O)cc2)cc1 returned FEN1 inh 7%, GCN5L2 inh -6% and N370S GC -1%.
Cn1nc(-c2ccccc2)c(CN2CCN(c3ncccn3)CC2)c1Cl was read as FEN1 inh -16%, GCN5L2 inh -19% and N370S GC 0%.
`COc1ccc(-n2c(=O)c(C)nc3cnc(Nc4ccccc4)nc32)cc1` gave GCN5L2 inh -8% and N370S GC -2%.
Screening O=C(Nc1ccc(-n2cnnn2)cc1)C1CCCCC1 returned FEN1 inh 6%, GCN5L2 inh 1% and N370S GC 1%.
`COc1ccc(-c2nc(C#N)c(N3CCN(c4cccc(Cl)c4)CC3)o2)cc1OC` gave FEN1 inh -14%, GCN5L2 inh 0% and N370S GC 1%.
For [N-]=C=C1C(=O)NC(=O)C([n+]2ccc(-c3ccncc3)cc2)C1c1ccccc1C(F)(F)F (stereo not drawn) the results were FEN1 inh 10%, GCN5L2 inh -3% and N370S GC -13%.
`CCOc1ccccc1NCc1cc(=O)oc2cc(C)c(O)cc12` gave FEN1 inh 6%, GCN5L2 inh -2% and N370S GC -7%.
Screening O=C(N/C=C/c1ccccc1)c1ccccc1 returned FEN1 inh -1%, GCN5L2 inh -7% and N370S GC -10%.
`CC1CCCN(S(=O)(=O)c2cccc(C(=O)NCC3CCCO3)c2)C1` (stereo not drawn) gave FEN1 inh 6% and GCN5L2 inh -2%.
Screening CCOC(=O)C(NCc1ccc2c(c1)OCO2)(NC(=O)c1ccccc1)C(F)(F)F (stereo not drawn) returned FEN1 inh 3%, GCN5L2 inh -13% and N370S GC 6%.
Cc1cc(C)c2sc(N(CCCN(C)C)C(=O)c3ccc(Br)s3)nc2c1 was read as FEN1 inh -5%, GCN5L2 inh -3% and N370S GC -14%.
Cc1ccc(OCCC(=O)OCC(=O)NC(=O)c2ccccc2)cc1 was read as FEN1 inh -2%, GCN5L2 inh -1% and N370S GC -7%.
COC(=O)[C@H](C)NC(=O)NCCC1=CCCCC1 was read as FEN1 inh 12%, GCN5L2 inh -10% and N370S GC -10%.
`COc1cc(OC)cc(-c2cc3nc(C)c(CCC(=O)NCc4ccc(Cl)cc4)c(C)n3n2)c1` gave FEN1 inh 13% and GCN5L2 inh -1%.
